Source: PubChem BioAssay
HCV inhibitor = qHTS Assay for Inhibitors of Hepatitis C Virus (HCV). Huh7.5.1 HCVcc-Cre infection, luciferase reporter, 44 h. AID 651820, 2012. Potency, µM (series often up to 41.8 µM), for inactives: top-dose activity change, negative = inhibition, hits mostly inhibitors. actives 3.4% (n = 340,000); further: potency means the concentration at half of the fitted maximal effect
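Reporter virus HCVcc-Cre (~0.5 moi) infects cells exposed to compound; seeding density 1,000 cells/well with 4 h settling beforehand. Luminescence, 15 sec read, taken 44 h post-infection following a 15 min RT substrate incubation.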
FBPA Giardia inh = qHTS Assay for Inhibitors of Fructose-1,6-bisphosphate Aldolase from Giardia Lamblia. AID 2451, 2010. actives 0.71% (n = 290,000). A8B2U2. purified Giardia FBPA. Potency, µM (titrated, usually from 59.6 µM), without a hit: top-dose activity, negative = inhibition, usual class: inhibitors; further: potency means the concentration at half of the fitted maximal effect; nearly all actives have a fitted effect of over 55% in size
Target sequence (A8B2U2 whole entry, looked up): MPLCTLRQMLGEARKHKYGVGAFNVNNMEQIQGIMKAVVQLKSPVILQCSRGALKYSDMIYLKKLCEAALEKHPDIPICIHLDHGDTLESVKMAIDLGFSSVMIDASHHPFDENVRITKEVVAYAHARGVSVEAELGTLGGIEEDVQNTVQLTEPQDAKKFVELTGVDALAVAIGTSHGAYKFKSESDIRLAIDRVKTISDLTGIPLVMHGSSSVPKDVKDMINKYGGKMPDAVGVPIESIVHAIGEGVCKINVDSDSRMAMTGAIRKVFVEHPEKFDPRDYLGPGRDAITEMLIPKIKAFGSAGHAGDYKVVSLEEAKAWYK
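Giardia FBPA (40 nM reagent) was preincubated 10 min at RT with compound (up to 57.5 uM final), then substrate plus GAPDH/TPI/NAD/arsenate coupling system with diaphorase/resazurin was added; resorufin fluorescence (525/598 nm) was read after 20 min.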
HCMV antiviral = qHTS Assay for inhibitors of the human cytomegalovirus (HCMV) | actives 4.5% (n = 410,000) | activity change, negative = inhibition, % at 57.5 µM | HFF cells, HCMV-luciferase reporter, 72 h; hits give low values; in the data active means activity change below about -60%; inconclusive means no clear call, values can overlap the other calls; inactive means above about -39%
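Human foreskin fibroblasts infected with luciferase-reporter HCMV at MOI 1 PFU/cell, compounds at two doses. Luciferase measured 72 h post infection; normalized to buffer-only basal and Salinomycin (10uM) controls.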
AmpC inh detg = qHTS Inhibitors of AmpC Beta-Lactamase (assay with detergent) | P00811 | AmpC hydrolysis of nitrocefin, absorbance 480 nm, 0.01% Triton | Potency, µM (top dose mostly 114 µM), without a hit: at the top dose activity change, negative = inhibition, actives largely listed as inhibitors | actives 0.041% (n = 370,000);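 further: potency means the concentration at half of the fitted maximal effect; 0% = no-compound wells and -100% = no-enzyme wells; nearly all actives have a fitted effect of over 25% in size; some results filed as inactive show a strong effect at the top dose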
Target sequence (P00811 whole entry, looked up): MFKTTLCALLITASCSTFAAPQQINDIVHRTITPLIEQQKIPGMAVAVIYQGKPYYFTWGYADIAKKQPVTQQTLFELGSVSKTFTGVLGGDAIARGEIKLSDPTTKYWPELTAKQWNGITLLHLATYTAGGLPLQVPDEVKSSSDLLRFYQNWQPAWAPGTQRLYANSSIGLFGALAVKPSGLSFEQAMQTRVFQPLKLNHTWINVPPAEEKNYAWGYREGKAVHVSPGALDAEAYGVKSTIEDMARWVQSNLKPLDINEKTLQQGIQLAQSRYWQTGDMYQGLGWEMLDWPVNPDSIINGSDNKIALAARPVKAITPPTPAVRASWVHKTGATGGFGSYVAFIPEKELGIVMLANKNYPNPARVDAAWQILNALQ
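AmpC (5.3 nM in the dispensed reagent) in 20 mM phosphate pH 7.0 with 0.01% (detergent screen) or 0.0001% Triton X-100 was preincubated with compounds for 15 min at room temperature. Nitrocefin was then added from an 800 uM solution, and hydrolysis was followed at 480 nm.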
Sm TGR block = qHTS Assay for the Inhibitors of Schistosoma Mansoni Peroxiredoxins | purified TGR, DTNB reduction, TNB absorbance 405 nm | Potency, µM (highest dose often 114 µM), for inactives: top-dose activity change, negative = inhibition, usual class: inhibitors | actives 3% (n = 360,000); further: potency means the concentration at half of the fitted maximal effect; nearly all actives have a fitted effect of over 60% in size
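Kinetic colorimetric format: TGR-catalysed, NADPH-driven DTNB reduction monitored via TNB absorbance. Enzyme dispensed at 20 nM; compound exposure 15 min at room temperature before reaction start.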
AmpC no deterg = qHTS Inhibitors of AmpC Beta-Lactamase (assay without detergent) | Potency, µM (doses to about 57.1 µM), for inactives: top-dose activity change, negative = inhibition, most hits filed as inhibitors | AmpC nitrocefin hydrolysis, absorbance 480 nm, 0.0001% Triton | P00811 | actives 0.52% (n = 330,000);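 further: potency means the concentration at half of the fitted maximal effect; plate controls were no compound for no effect and no enzyme for full effect; nearly all actives have a fitted effect of over 20% in size; some results filed as inactive show a strong effect at the top dose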
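AmpC (5.3 nM in the dispensed reagent) in 20 mM phosphate pH 7.0 with 0.01% (detergent screen) or 0.0001% Triton X-100 was preincubated with compounds for 15 min at room temperature. Nitrocefin was then added from an 800 uM solution, and hydrolysis was followed at 480 nm.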
* hit, by the source's call; u = inconclusive; x = no result given; & = joins results of further samples; [ ] = remark or other dose. Unless noted, the call rests on the fitted dose curve; in most records, active means well fitted curve in the direction sought with a large enough effect; inconclusive means small, poorly fitted or top-dose-only effect, or another doubt; inactive means no such curve, though single readings can be large; an effect the other way counts as inactive or inconclusive. Unless noted, on the % scale 0 is the no-effect control and ±100 the full control effect.

SMILES | HCV inhibitor | FBPA Giardia inh | HCMV antiviral | AmpC inh detg | Sm TGR block | AmpC no deterg
CC(C)N1CCc2c(sc(NC(=O)C3CCCCC3)c2C(N)=O)C1 | u | u | -79* | 5% | 4% | -15%
CC[N+](C)(CC)CCCOC(=O)C(O)(c1ccccc1)C1CCCCC1 (centres undefined) | 8% | 0% | -4 | 4% | -4% | -1%
CCOC(=O)c1c(NC(=O)Cc2cccs2)sc(C)c1C | 35µM* | 7% | -21 | -2% | 7% | -22%
CN(C)c1ccc(NC(=O)C(=O)NCCOc2ccccc2)cc1 | 19% | 4% | 4 | 5% | -1% | -23%
CCCNC(=O)COC(=O)c1cc(SC)ccc1Cl | -4% | 3% | -29 | u | -4% | -22%
Cc1c(NC(=O)N2CCCCCC2)c(=O)n(-c2ccccc2)n1C | -4% | -2% | -2 | u | -20% | -17%
CC(=O)Nc1ccc(SCc2ncc(-c3ccccc3)o2)cc1 | -28% | 1% | 57 | -5% | 2% | 47%
Cc1cc2c(cc(C(=O)OC(C(=O)NC3CCCCC3)C(C)C)n2C)o1 (centres undefined) | 16µM* | x | u | -4% | -26% | 55%
O=C(CCN1C(=O)c2ccccc2S1(=O)=O)Nc1ccc(F)c(F)c1F | 0% | x | -28 | -22% | -1% | -13%
COCCCNC(=O)c1ccc2c(=O)n(Cc3ccc(Cl)cc3)c(=S)[nH]c2c1 | 8% | -5% | -30 | -5% | 12% | -39%

Sorted by heavy-atom count (rising): some entries from above
SMILES | HCV inhibitor | FBPA Giardia inh | HCMV antiviral | AmpC inh detg | Sm TGR block | AmpC no deterg
CCCNC(=O)COC(=O)c1cc(SC)ccc1Cl | -4% | 3% | -29 | u | -4% | -22%
CCOC(=O)c1c(NC(=O)Cc2cccs2)sc(C)c1C | 35µM* | 7% | -21 | -2% | 7% | -22%
CC(=O)Nc1ccc(SCc2ncc(-c3ccccc3)o2)cc1 | -28% | 1% | 57 | -5% | 2% | 47%
Cc1c(NC(=O)N2CCCCCC2)c(=O)n(-c2ccccc2)n1C | -4% | -2% | -2 | u | -20% | -17%
O=C(CCN1C(=O)c2ccccc2S1(=O)=O)Nc1ccc(F)c(F)c1F | 0% | x | -28 | -22% | -1% | -13%

The list continues:
SMILES | HCV inhibitor | FBPA Giardia inh | HCMV antiviral | AmpC inh detg | Sm TGR block | AmpC no deterg
C/C(=N\NC(=O)c1cccc(S(=O)(=O)N2CCOCC2)c1)c1ccc(C#N)cc1 | x | 12% | 1 | 3% | 2% | -9%
CC(C)N(C(=O)C[n+]1ccc(/C=N/O)cc1)C(C)C | 21% | 1% | -19 | -4% | -9% | -8%
COc1ccc(NC(=O)c2sc3nc(C(F)(F)F)cc(C)c3c2N)cc1OC | x | x | -11 | 0% | 5% | x
COCCNC(=O)COc1cc(=O)n(C)c2ccccc12 | 9% | 0% | 110 | -10% | 0% | -1%
CN(C(=O)COC(=O)c1cc[n+]([O-])cc1)c1ccccc1 | 2% | x | 4 | -4% | 2% | -14%
COc1ccccc1NC(=O)NC1(C(=O)N2CCOCC2)CCCCC1 | 5% | 0% | 7 | -11% | 4% | -11%
CC1CCN(CC#CCOc2ccc(Cl)cc2)CC1 | -5% | u | 47 | -19% | u | -1%
Cc1cc(-c2ccco2)n(CC(=O)NCCN(C)C)n1 | 19% | 1% | -24 | 8% | -6% | -10%
Cc1cc(C(=O)CN2C(=O)C(=O)N(Cc3ccccc3)C2=O)c(C)n1Cc1ccccc1 | -25% | x | 16 | x | x | -36%
COc1cc(CN2CCSCC2)c([N+](=O)[O-])cc1OC | 6% | u | -17 | -15% | -17% | -4%
CCOC(=O)Cn1c(=NC(=O)CSC(C)=O)sc2cc(OC)ccc21 | 4% | -2% | 69 | -7% | -6% | -4%
O=S(=O)(Cc1cccc(C(F)(F)F)c1)c1ncn[nH]1 | 22% | -9% | -18 | -2% | 0% | -19%
Cc1cc(C)c(-c2cc(NC(=O)COC(=O)c3ccc(NC(=O)CC#N)cc3)n(-c3ccccc3)n2)cc1C | -4% | x | -24 | -17% | -5% | -32%
CCNc1cc(=O)n(C)c(=O)n1C | -2% | -2% | 54 | u | u | -15%
Cc1cc(C)cc(-n2ccn(CC(=O)NCCc3ccccc3)c(=O)c2=O)c1 | 8% | -4% | -9&-14 | -8%&11% | 2%&-24% | -12%
CC(=O)N1CCc2c(sc(NC(=O)c3ccc([N+](=O)[O-])o3)c2C#N)C1 | -8% | -29% | -98* | 4% | -10% | -25%
O=C(Cn1c(/C=C/c2ccccc2)nc2ccccc21)Nc1ccc(F)cc1 | 2% | 1% | 27 | 8% | -8% | u
CCn1nnc(-c2ccccc2NC(=O)C(F)(F)F)n1 | u | -8% | 19 | -15% | -1% | -11%
CN1CCN(C(=O)C2=C[C@H](c3ccccc3)C[C@H](OCc3ccc(CO)cc3)O2)CC1 | 13% | -6% | 14 | 7% | u | 77%[activator]
COc1ccc(Nc2nc(N)nc(CSC(=S)N3CCCCC3C)n2)cc1 (centres undefined) | u | -18% | -63* | 4% | 5% | -49%
CC(CCCC(C)(C)O)NCc1cn[nH]c1-c1ccc2c(c1)OCO2 (centres undefined) | -7% | -8% | u | -6% | 10% | -3%
CCOC(=O)C1CCN(c2ncnc3c2c(-c2ccccc2)cn3-c2cccc(C)c2)CC1 | x | x | -35 | 9% | 14% | x
CCOc1cccc(CN2CCCC(CCC(=O)NCc3ccccc3F)C2)c1O (centres undefined) | -6% | -9% | -7 | 5% | -2% | -2%
CCc1c(C)nc(N2CCOCC2)[nH]c1=O | 9% | 1% | 36 | -9% | -6% | u
Cn1cnnc1SCC(=O)N1CCc2ccccc21 | 5% | -2% | u | -6% | 0% | -12%
Cc1nnsc1C(=O)NC(C)c1ccccc1 (centres undefined) | 8% | 3% | -4 | 2% | 2% | -11%
Cc1sc2ncnc(NCCCO)c2c1C | -11% | -3% | -18 | -15% | -16% | -9%
O=C(N/N=C/c1ccc[nH]1)c1ccc(Cl)cc1 | 5µM* | -8% | u | -11% | -6% | -29%
CCc1nnc(NC(=O)c2nc(SCc3ccccc3C)ncc2Cl)s1 | x | x | 13 | -6% | -8% | x
COc1ccc2oc(-c3ccco3)cc(=O)c2c1 | u | -10% | 37 | -11% | -13% | 24%

Just HCV inhibitor, for some of the entries so far:
SMILES	HCV inhibitor
Cc1sc2ncnc(NCCCO)c2c1C	-11%
O=C(N/N=C/c1ccc[nH]1)c1ccc(Cl)cc1	5µM*

Further results
SMILES | HCV inhibitor | FBPA Giardia inh | HCMV antiviral | AmpC inh detg | Sm TGR block | AmpC no deterg
Cn1cc(C(=O)NC2CCCCCC2)c(=O)c2cc(S(=O)(=O)N3CCCC3)ccc21 | -4% | 4% | 8 | u | -7% | -22%
CCNC(=O)Cc1c(OC)ccc2cc(Br)ccc12 | -9% | 5% | -36 | 5% | 9% | 1%
O=c1c(Cc2c(F)cccc2Cl)c(O)ccn1CCCn1ccnc1 | 8% | -6% | -29 | -4% | 3% | -1%[2.29 µM]
Cc1ccc(C)c(NC(=S)N2CCN(S(=O)(=O)c3ccccc3)CC2)c1 | 12% | -7% | -71* | u | -22% | -30%
COc1cccc(CN(Cc2cccnc2)S(=O)(=O)c2ccc(-n3cnnn3)c(C)c2)c1OC | -23% | 2% | -5 | 6% | 1% | 133%[activator]
Cc1ccc(C(=O)C[n+]2ccc(Cc3ccccc3)cc2)cc1 | u | -3% | -88* | -18% | -1% | -1%
COC(=O)CCCC[C@H]1SC[C@H]2NC(=O)N[C@]21O | -3% | -10% | x | u | u | 3%
CCc1ccc(NC(=O)Nc2ccsc2C(=O)OC)cc1 | -19% | -13% | 77 | u | 3% | -37%
CC1=C(C(=O)OC2CCCCCC2)C(c2ccc(Cl)cc2)CC(=O)N1 (centres undefined) | x | x | -26 | 2% | -2% | x
CCCN1CCN(CCCNC(=O)c2ccccc2NC(=O)C2=C(C)OCCS2)CC1 | -26% | x | -35 | 0% | 1% | 21%
COc1ccc(C(C)=O)cc1COC(=O)Cc1cc(OC)c(OC)c(OC)c1 | -19% | 9% | -26 | u | 11µM* | 28%
NC(=O)C1CCN(C(=O)c2ccc(NS(=O)(=O)c3ccc(Br)s3)cc2)CC1 | 17% | x | 17 | u | -10% | -10%
O=C(CN(C(=O)c1csnn1)c1cccc2ccccc12)NC1CCCC1 | -14% | 0% | -24 | 4% | 7% | -7%
Cc1sc2nc(C3CCCCC3)nc(SCC(=O)N3CC(=O)Nc4ccccc43)c2c1C | -12% | -1% | -1 | -2% | -12% | -21%
COc1ccc(CCC(=O)N(C)CC(=O)Nc2ccc(N3CCOCC3)cc2)cc1 | -3% | 0% | -26 | -13% | -7% | 0%
COc1ccc(C(=O)COC(=O)C(CCSC)NS(=O)(=O)c2ccc(Cl)cc2)cc1 (centres undefined) | 2% | 1% | -16 | -10% | 4% | 0%
Cc1cc(C)n(-c2nc3ccccc3nc2N2CCN(C(=O)c3ccc(Cl)cc3)CC2)n1 | 7% | 0% | 18 | -11% | 0% | 130%[activator]
CCOC(=O)C1CCCN(C(=O)c2cccc3ccccc23)C1 (centres undefined) | 1% | 0% | -29 | -4% | -14% | 9%
O=C(/C=C/c1cccc(Br)c1)NCC1CCCCC1 | -8% | 4% | 16 | 8% | 11% | -32%
CCOc1cc(/C=N/O)cc(Br)c1OCc1ccc(Cl)cc1 | u | -26% | -35 | 1% | 7% | -44%
O=C1N(Cc2ccccc2)c2ccccc2C1(O)c1c[nH]c2ccccc12 (centres undefined) | x | x | 15 | 0% | 0% | x
CCOCC(=O)Nc1cccc(C(=O)OCC)c1 | 15% | 9% | -19 | 0% | -5% | -16%
Cc1ccc2c(CN(C)Cc3ccc(Cl)cc3)cc(=O)oc2c1 | u | 1% | -33 | 9% | -18% | -1%
CN(Cc1ccccc1)c1nc(N)nc(Cl)c1C=O | 4µM* | -19% | -29 | u | 2% | -9%
CCc1ccc(NC(=O)C(C)OC(=O)c2ccc(N3CCCC3)c([N+](=O)[O-])c2)cc1 (centres undefined) | u | 6% | u | 1% | -20% | -27%
CCCOc1ccc(/C=N/O)cc1 | 10% | 1% | 5 | -9% | -17% | -18%
CCOc1ccccc1NC(=O)Cn1cnc2onc(-c3ccc(F)cc3)c2c1=O | x | x | 5 | 20% | 2% | x
CN(C)CCCNc1cc(O)c2ncccc2c1 | x | x | -78* | u | -22% | -7%&2%
COc1ccccc1CNc1ccc(-c2nc(C)no2)cc1[N+](=O)[O-] | x | x | 33 | 13% | -2% | x
O=C(c1cc2ccccc2cc1OCC(O)CN1CCCCC1)N1CCCCC1 (centres undefined) | 2% | 2% | -32 | -1% | 0% | 33%
O=c1[nH]nc(Cc2ccccn2)c2ccccc12 | 6% | 1% | 40 | u | -27% | 0%
Cc1ccc(NC(=O)c2ccc(CN3C(=O)CCn4nc(C)cc43)cc2)c(Cl)c1 | x | x | -18 | -8% | 2% | x
COc1ccccc1C1C(C(=O)c2cc3ccccc3o2)=C(O)C(=O)N1CCN1CCOCC1 (centres undefined) | -1% | -6% | 31 | u | 40µM* | 15%
